Screens: PubChem, National Center for Advancing Translational Sciences (NCATS)
HT1080 IDH1KD tx – qHTS for induction of synthetic lethality in tumor cells producing 2HG: qHTS for the HT-1080-IDH1KD cell line | HT-1080 IDH1 knockdown viability, ATP luminescence, 48 h | Potency, µM (doses to about 46.1 µM), for inactives: at the highest dose activity, negative = toxicity, most hits filed as cytotoxic | actives 2% (n = 360,000) | AID 686971, 2013;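 also: potency is read from the fitted curve at half-maximal effect; 0% = DMSO wells and -100% = cell-free medium wells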
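After a 2 h attachment period, IDH1KD HT-1080 cells took pin-transferred compound for 48 h at 37 °C; ATP-based luminescence after 10 min room-temperature reagent incubation reported viability.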
HepG2 tox – qHTS for Inhibitors of TGF-b: Cytotox Counterscreen | HepG2 CAGA-GFP viability, ATP luminescence, 18 h | Potency, µM (series often up to 46.1 µM), without a hit: at the top dose activity change, negative = cytotoxicity, usual class: cytotoxic | actives 0.76% (n = 410,000); also: potency is read from the fitted curve at half-maximal effect; some results filed as inactive show a strong effect at the top dose
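HepG2 CAGA-GFP cells (1000/well, DMEM with 1% FBS) received compound, then TGF-beta at 500 pg/mL final, and were incubated 18 hours at 37 degrees C. Viability was read by CellTiter-Glo luminescence. Media-only wells were set as complete cell-killing and DMSO as no toxicity.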
ATXN2 expr inh – Primary qHTS for Inhibitors of ATXN expression; HEK-293 ATXN2-luciferase reporter, luminescence, 24 h; Potency, µM (titrated, usually from 57 µM), without a hit: top-dose activity change, negative = inhibition, hits mostly inhibitors; actives 0.72% (n = 360,000); AID 1745845, 2022; also: potency is read from the fitted curve at half-maximal effect; % is scaled to controls: 0 for no effect and ±100 for the full control effect; nearly all actives have a fitted effect of over 55% in size
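qHTS (up to 57 uM final) was run with 24 h compound exposure of reporter cells at 37 °C. Each well was multiplexed: SteadyGlo luminescence measured ATXN2-luciferase expression after a fluorogenic Gly-Phe-AFC viability readout (25 uM final).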
KB-3-1 cytotox – qHTS assay for MDR1-selective chemotherapeutics: Primary screen using the parental adenocarcinoma cell KB-3-1. Potency, µM (highest dose often 46.1 µM), without a hit: top-dose activity change, negative = cytotoxic, usual class: cytotoxic. actives 1.4% (n = 400,000). KB-3-1 viability, CellTiter-Glo ATP luminescence, 72 h; also: potency is read from the fitted curve at half-maximal effect; % is scaled to controls: 0 for no effect and ±100 for the full control effect; nearly all actives have a fitted effect of over 60% in size
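Luminescent ATP read-out (CellTiter-Glo) measures survival of drug-naive KB-3-1 cells after 72 h compound exposure at 37 °C. Titration series was screened from lowest to highest concentration, with DMSO vehicle plates as background controls.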
MCF10A rereplic – A quantitative high throughput screen for small molecules that induce DNA re-replication in MCF 10a normal breast cells; MCF 10A DNA re-replication, Hoechst nuclear intensity, 48 h; Potency, µM (titrated, usually from 46.1 µM), inactives show at the highest dose activity, positive = re-replication, most hits filed as activators; actives 2.9% (n = 350,000); AID 624296, 2012; also: potency is read from the fitted curve at half-maximal effect; % of control where 0% means no effect; nearly all actives have a fitted effect of over 50% in size
SW480 rerep – A quantitative high throughput screen for small molecules that induce DNA re-replication in SW480 colon adenocarcinoma cells; actives 1.8% (n = 340,000); AID 624297, 2012; SW480 DNA re-replication, Hoechst DNA content imaging, 48 h; Potency, µM (highest dose often 46.1 µM), inactives show top-dose re-replication activation, most hits filed as activators; also: potency is read from the fitted curve at half-maximal effect; % of control where 0% means no effect; nearly all actives have a fitted effect of over 55% in size
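DNA re-replication was detected as more nuclei of elevated Hoechst intensity after 48 hr exposure to compound (23 nL pinned per well of 250 cells).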
HT1080NT lethal – qHTS for induction of synthetic lethality in tumor cells producing 2HG: qHTS for the HT-1080-NT fibrosarcoma cell line; HT-1080-NT fibrosarcoma viability, CellTiter-Glo ATP luminescence, 48 h; Potency, µM (highest dose often 46.1 µM), for the others: at the top dose activity, negative = less viability, hits mostly cytotoxic; actives 1.6% (n = 360,000); AID 686970, 2013;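 also: NT is the 2HG producing partner of a matched IDH1 knockdown line; potency is read from the fitted curve at half-maximal effect; 0% = DMSO-treated cells and -100% = media-only wells without cells; nearly all actives have a fitted effect of over 55% in size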
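Read-out is CellTiter-Glo luminescence after 10 minutes at room temperature, following 48 hours' compound treatment of HT-1080-NT cells (750 cells/well, RPMI, 5% FBS, 37 degrees C).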
ATXN viability – Viability Counterscreen for Primary qHTS for Inhibitors of ATXN expression; S2 cells (HEK-293 line with an ATXN2-luciferase reporter) viability, CellTiter-Fluor protease fluorescence, 24 h; AID 651635, 2014; Potency, µM (top dose mostly 56.7 µM), actives largely listed as cytotoxic; actives 0.49% (n = 400,000); also: potency is read from the fitted curve at half-maximal effect; nearly all actives have a fitted effect of over 40% in size
IL1B secr inh – qHTS for Inhibitors of Inflammasome Signaling: IL-1-beta AlphaLISA Primary Screen | THP-1 LPS/ATP IL-1B secretion, AlphaLISA, 16 h; active compounds read low | actives 4.7% (n = 360,000) | activity change, % at 57.5 µM | AID 743279, 2014; in the data active = activity change below about -50%; inconclusive = mostly about -30% to -49%; also: % is scaled to controls: 0 for no effect and ±100 for the full control effect
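Secreted IL-1B measured by AlphaLISA bead assay after 16 h compound exposure of THP-1 cells; compounds (final up to 57.5 uM) added 1 h before LPS (250 ng/mL) and ATP (1.25 mM) stimulation; lower signal means less secretion.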
* marks the source's active call; other numbers are inactive results; i = inactive; ? = inconclusive; / = no result given; & = joins results of further samples; ! = a repeat was not active; [ ] = another dose, or the depositor's remark. Unless noted, calls follow the shape of the dose curve; as a rule, active = well fitted curve in the direction sought with a large enough effect; inconclusive = small, poorly fitted or top-dose-only effect, or another doubt; inactive = no such curve, though single readings can be large; an effect the other way counts as inactive or inconclusive.

[1] COc1ccc(CN2CN(C3CCCC3)CSC2=S)cc1
[2] CN1CCN(c2ccc(C(F)(F)F)cc2NC(=O)Nc2ccccc2)CC1
[3] Nc1nc2cc(Br)ccc2o1
[4] CCOC(=O)c1c(/N=C/N(C)C)sc(C=O)c1-c1ccccc1
[5] CC(=O)Nc1cc(-c2ccc(Cl)cc2)[nH]n1
[6] Cc1ccc(C(=O)Oc2cc(-c3ccccc3)no2)cc1
[7] Cc1cc(C)nc(SCC(=O)Nc2ccc(N3CCOCC3)c(Cl)c2)n1
[8] COc1cc(/C=C(/C#N)C(=O)NCCCc2ccccc2)ccc1OCC(=O)O

assay / entry,1,2,3,4,5,6,7,8
HT1080 IDH1KD tx,?,-27%,9%,12%,-9%,13%,-4%,9%
HepG2 tox,-21%,-121%,14%,-5%,-17%,9%,12%,8%
ATXN2 expr inh,-10%,/,-2%,-17%,-11%,-2%,-8%,/
KB-3-1 cytotox,2%,-1%,13%,-2%,-15%,21%,-12%,2%
MCF10A rereplic,?,0%,-1%,9%,-23%[9.22 µM],-14%,17%,4%
SW480 rerep,?,29%,-1%,-1%,-48%[inhibitor],2%,-6%,-4%
HT1080NT lethal,?,?,3%,17%,-4%,19%,-15%,15%
ATXN viability,?,?,?,i,?,i,i,/
IL1B secr inh,-1,-84*,-1,0,5,24,-6,26

[9] CCOC(=O)N1CCN(C(=O)COc2ccc(S(=O)(=O)Nc3ccc(OCC)cc3)cc2)CC1
[10] O=C(Cn1c(=O)c(=O)n(Cc2ccccc2)c2ccc(Cl)cc21)Nc1ccc(F)cc1F
[11] CCc1nc2ccc(C(=O)N3CCN(c4cccc(OC)c4)CC3)cc2nc1CC
[12] CC1(C)OC(=O)C(=CNc2ccc(F)cc2)C(=O)O1
[13] Oc1c(Br)cc(Br)c2cccnc12
[14] CCOC(=O)/C(C(N)=NCCCO)=C(/O)c1ccccc1
[15] CC(C)NC(=O)C1CCCN(c2ncnc3c2nc2n3CCCCC2)C1 (configuration not stated)
[16] CC1(C)S[C@@H]2[C@H](NC(=O)C(NC(=O)N3CCNC3=O)c3ccccc3)C(=O)N2[C@H]1C(=O)O (some centres not stated)

assay / entry,9,10,11,12,13,14,15,16
HT1080 IDH1KD tx,?,?,-8%,27%,?,-3%,/,0%
HepG2 tox,-13%,-8%,-15%&-5%,-12%,-54%,-11%,8%,1%
ATXN2 expr inh,-2%,-20%[11.3 µM],3%,-2%,22µM*!,12%,-7%,8%
KB-3-1 cytotox,21µM*,?,-11%&0%,12%,-7%,12%,-6%,3%
MCF10A rereplic,2%,-1%,4%,?,?,3%,/,-12%
SW480 rerep,5%,1%,-3%,-2%,?,-6%,/,-2%
HT1080NT lethal,-5%,-10%,0%,?,16µM*,-1%,/,-1%
ATXN viability,i,i,i,i,?,i,i,i
IL1B secr inh,4,16,?,-6,44,2,/,-6

[17] c1ccc(Nc2nc(NCC3CCCO3)c3ccccc3n2)cc1 (configuration not stated)
[18] COc1ccc(C(=O)NC(=S)NNC(=O)c2ccco2)cc1
[19] CSc1ncccc1C(=O)Nc1ccc(S(=O)(=O)Nc2nccs2)cc1
[20] Cc1cc(C(=O)Nc2cccc(S(=O)(=O)N3CCOCC3)c2)c2ccccc2n1
[21] N#CN=C(c1ccccc1)c1ccccc1
[22] CCN1CCN(c2cc(C)c3cc(NC(=O)c4cnccn4)ccc3n2)CC1
[23] CCCOc1ccc(C(=O)Nc2c[nH]c(=O)[nH]c2=O)cc1
[24] CCOc1ccc(N2C=Nc3ccc(OCC)cc3C2)cc1

assay / entry,17,18,19,20,21,22,23,24
HT1080 IDH1KD tx,18µM*,?,14%,0%,13%,-6%,2%,-9%
HepG2 tox,-18%,-13%,2%,-23%,4%,-18%,32%,-46%
ATXN2 expr inh,-32%[11.3 µM],-25%,6%,/,3%,4%,9%,/
KB-3-1 cytotox,16µM*,?,-1%,-1%,1%,?,-15%,-11%
MCF10A rereplic,?,22%,11%,-1%,-36%,15%,-4%,-1%
SW480 rerep,?,?,1%,1%,-13%,-2%,3%,5%
HT1080NT lethal,23µM*,-26%,-3%,-3%,17%,-2%,-2%,-21%
ATXN viability,?,i,i,?,i,?,?,?
IL1B secr inh,-101*,48,5,23,-1,-15,12,-60*

One compound at a time, from the list above. Order of screens: HT1080 IDH1KD tx, HepG2 tox, ATXN2 expr inh, KB-3-1 cytotox, MCF10A rereplic, SW480 rerep, HT1080NT lethal, ATXN viability, IL1B secr inh
CCN1CCN(c2cc(C)c3cc(NC(=O)c4cnccn4)ccc3n2)CC1 across the screens: -6%, -18%, 4%, ?, 15%, -2%, -2%, ?, -15
N#CN=C(c1ccccc1)c1ccccc1 across the screens: 13%, 4%, 3%, 1%, -36%, -13%, 17%, i, -1
CCOc1ccc(N2C=Nc3ccc(OCC)cc3C2)cc1 across the screens: -9%, -46%, /, -11%, -1%, 5%, -21%, ?, -60*

Later entries
[25] CCOC(=O)C1CCCN(c2c(Nc3cccc(C)c3)c(=O)c2=O)C1 (configuration not stated)
[26] Cc1cccc(C(=O)NC(=S)NCc2ccccc2)c1
[27] FC(F)Oc1cccc2cccnc12
[28] CC(=O)N1CCOc2ccc(S(=O)(=O)NCc3ccc(C)cc3)cc21
[29] CCOC(=O)C1(C)CCCN(C(=O)c2ccc(-c3ccccc3)cc2)C1 (configuration not stated)
[30] c1ccc(-c2cccc(-c3ccccc3)n2)cc1
[31] COc1ccc(-c2c(C)nn(-c3ccccc3)c2N)cc1OC
[32] CCOc1ccc(N(CC(=O)Nc2ccccc2Cl)S(C)(=O)=O)cc1

assay / entry,25,26,27,28,29,30,31,32
HT1080 IDH1KD tx,0%,15%,11%,-6%,-3%,0%,-5%,?
HepG2 tox,3%,-27%,0%,-3%,-37%,-1%,-23%,-6%
ATXN2 expr inh,-7%,30%,3%,-17%,-20%,/,14%,/
KB-3-1 cytotox,3%,-4%,24%,-4%,0%,?,-4%,?
MCF10A rereplic,-3%,14%,1%,-1%,/,?,-1%,?
SW480 rerep,-16%,-7%,-4%,?,/,20%,0%,21µM*
HT1080NT lethal,-3%,0%,0%,-6%,1%,0%,2%,?
ATXN viability,i,i,i,i,i,i,i,?
IL1B secr inh,19,-3,0,43,5,-8,-4,2

[33] COc1cc(C=O)ccc1OCC(=O)Nc1ccccc1N1CCOCC1
[34] S=C(Nc1ccc(Cl)cc1Cl)NC1CCN(Cc2ccccc2)CC1
[35] Clc1cccc(/C=N/Nc2nnc(Cl)c3ccccc23)c1
[36] COc1cccc(CC(NC(C)=O)C(=O)NC2CCN(C(=O)c3ccncc3)CC2)c1OC (configuration not stated)
[37] O=C(O)c1c[nH]c2c([N+](=O)[O-])cccc2c1=O
[38] CC(=O)N1CCN(S(=O)(=O)c2ccc(S(=O)(=O)N3CCCC(C)C3)cc2)CC1 (configuration not stated)
[39] CCCN(CCC)C(=O)c1ccc2c(c1)N(Cc1ccccc1)C(=O)CS2=O (configuration not stated)
[40] CN(C)CCCN(C(=O)COc1ccc(Cl)cc1)c1nc2ccc(F)cc2s1

assay / entry,33,34,35,36,37,38,39,40
HT1080 IDH1KD tx,2%,-12%,-11%,9%,-17%,4%,-5%,-9%
HepG2 tox,-3%,-33%,-7%,2%,-22%,4%,-20%,-15%
ATXN2 expr inh,3%,-10%,-11%,-24%,-7%,-13%,-10%,-10%
KB-3-1 cytotox,/,-17%,-4%,14%,-5%,-2%,-10%,14%
MCF10A rereplic,1%,6%,16%,-4%,?,-3%,1%,-2%
SW480 rerep,4%,1%,5%,-1%,15%,-4%,-10%,12%
HT1080NT lethal,-1%,-20%,?,1%,-6%,2%,0%,-8%
ATXN viability,i,i,i,i,i,i,i,i
IL1B secr inh,-13,4,?,-2,22,-1,?,-65*

[41] CNC(=O)Cn1nc(-c2ccc(Cl)cc2)c2ccccc2c1=O
[42] O=C(OCc1ccccc1)c1c(-c2ccccc2)oc2c1C(OCCO)CCC2 (configuration not stated)
[43] COC(=O)c1cc(NC(=O)c2ccc(-c3ccccc3)cc2)ccc1Cl
[44] COc1ccc2[nH]c3c(c2c1)CCn1c-3nc2ccccc2c1=O
[45] Cc1ccc(-c2nn(CC(=O)NCc3ccccc3)c3c2cnc2ccc(F)cc23)cc1C
[46] CSc1cccc(NC(=O)CCS(=O)(=O)c2cccc3nonc23)c1
[47] CN(C(=O)C1CCCO1)c1nnc(-c2ccncc2)s1 (configuration not stated)
[48] CN(C)S(=O)(=O)c1cc(C(=O)Nc2ccn(C)n2)c(Cl)cc1Cl
[49] Nc1nc(CSc2nnnn2-c2ccccc2)nc(Nc2ccccc2)n1

assay / entry,41,42,43,44,45,46,47,48,49
HT1080 IDH1KD tx,5%,-15%,-17%,11%,/,1%,16%,4%,-11%
HepG2 tox,-2%&24%,/,27%,7%,-22%,-5%,6%,4%,2%
ATXN2 expr inh,7%&10%,4%,-31%,20%,7%,-1%,6%,4%,-9%
KB-3-1 cytotox,0%&1%,-18%,-3%,4%,0%,3%,-1%,4%,15%
MCF10A rereplic,-2%,/,26%,?,/,1%,-2%,13%,/
SW480 rerep,1%,/,1%,3%,/,4%,-4%,4%,/
HT1080NT lethal,13%,-8%,-24%,19%,/,-1%,7%,11%,10%
ATXN viability,i,i,i,i,i,i,i,i,?
IL1B secr inh,12,11,-11,5,/,6,-6,-12,-29
